From PubChem
DNMT1 block = blocks human DNA methyltransferase DNMT1 | 360,000 compounds, 0.83% hits | P26358 | DNMT1 molecular beacon, Hinp1I cleavage, fluorescence | inhibition (reported as % activation of signal), % at 10 µM | AID 588458; in the data active = inhibition above about 50%
CSN deneddyl inh = CSN deneddylation inhibition; Q92905; Purified CSN, SCF-Nedd8-OG deneddylation, fluorescence polarization; inhibition, % at 12.5 µM; 360,000 compounds, 0.38% hits;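 active = pattern-corrected inhibition above about 35%, with an unprinted fluorescence ratio check between 0.5 and 1.5, limit read from the data, passing the limit was not always enough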;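 note: 0% = enzyme with substrate and 100% = substrate without enzyme; some results filed as inactive read as strong as hits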
Target sequence (Q92905 whole entry, looked up, one chain of several): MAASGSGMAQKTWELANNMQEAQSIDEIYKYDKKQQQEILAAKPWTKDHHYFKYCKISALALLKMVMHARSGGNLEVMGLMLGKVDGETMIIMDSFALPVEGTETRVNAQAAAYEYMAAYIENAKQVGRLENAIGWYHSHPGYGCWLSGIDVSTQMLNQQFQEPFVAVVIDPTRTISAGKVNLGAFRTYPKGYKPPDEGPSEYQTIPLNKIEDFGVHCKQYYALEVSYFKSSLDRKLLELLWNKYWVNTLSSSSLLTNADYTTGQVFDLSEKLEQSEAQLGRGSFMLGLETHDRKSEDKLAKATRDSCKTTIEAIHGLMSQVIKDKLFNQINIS
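Assay system: purified human Csn5 enzyme expressed in HEK293T cells; Input: 0.24 nM Csn5 enzyme, final concentration; Reagent: 10 nM SCFSkp2-Nedd8OG; Compound dosing: 12.5 µM single point; Times: reaction 90 min, room temperature; Technique: fluorescence polarization readout.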
Scp-1 inhibitor = Scp-1 (human) phosphatase inhibition; Q9GZU7; 340,000 compounds, 0.88% hits; Recombinant Scp1, phosphopeptide, malachite green phosphate absorbance; AID 493091; inhibition, % at 20 µM;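 active = inhibition above about 50% at 20 µM, limit read from the data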;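 note: plate controls were DMSO wells with enzyme for no effect and wells lacking enzyme for full effect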
Target sequence (Q9GZU7 76-261 limits assumed): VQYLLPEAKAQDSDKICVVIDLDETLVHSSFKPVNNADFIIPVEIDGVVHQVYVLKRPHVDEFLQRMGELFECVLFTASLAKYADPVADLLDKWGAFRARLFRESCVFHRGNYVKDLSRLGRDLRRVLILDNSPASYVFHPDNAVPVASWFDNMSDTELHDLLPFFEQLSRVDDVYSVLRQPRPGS
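Test system: SCP-1 phosphatase catalytic domain, residues 76-261 | Compound dosing: One concentration, 20 µM, with 1.0% DMSO | Schedule: 45 min room-temperature reaction, 5 min colour, 30 min stabiliser | Detection: Absorbance at 630 nm | Read-out basis: % inhibition of SCP-1 phosphate liberation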
NadD inh = NadD (S. aureus) enzyme inhibition; purified NadD enzyme, colorimetric absorbance read-out; inhibition, % at 20 µM; 360,000 compounds, 0.78% hits; AID 602399; in the data active = inhibition above about 26%; note: some compounds past the cut are filed as inactive
STEP inh = STEP (human) phosphatase inhibition; P54829; recombinant STEP, OMFP fluorogenic substrate, fluorescence; inhibition, % at 20 µM; 360,000 compounds, 0.25% hits; AID 588621;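 active = inhibition at 20 µM, scaled per plate between control wells, above about 37%, limit read from the data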;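 note: 0% = DMSO with enzyme and substrate and 100% = substrate only without enzyme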
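System: STEP phosphatase, cell-free reaction; Buffer or medium: Bis-Tris pH 6.0 buffer with DTT, detergent; Incubation: 20 min at room temperature, dark; Measured by: fluorescence, 480/540 nm.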
SUMO1 PPI mod = modulators of human SUMO1-mediated protein-protein interactions; SUMO1 binding to a labelled peptide, TR-FRET, 1 h; inhibition, % at 20 µM; 360,000 compounds, 0.33% hits; P63165; in the data active = inhibition above about 37%
Target sequence (P63165 whole entry, looked up): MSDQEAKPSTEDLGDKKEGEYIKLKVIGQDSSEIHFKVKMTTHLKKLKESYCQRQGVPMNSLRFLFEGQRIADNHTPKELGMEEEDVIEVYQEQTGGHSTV
Neddyl block = cullin neddylation inhibition; P61081+Q13564; TR-FRET cullin neddylation, biochemical; calls only at 25 µM; 360,000 compounds, 0.58% hits; in the data active = inhibition above about 36%
Rin1-Abl PPI inh = human Rin1-Abl interaction inhibition | TR-FRET Rin1/Abl binding, biochemical | inhibition, % at 7.35 µM | 360,000 compounds, 0.4% hits; in the data active = inhibition above about 5%, passing the limit was not always enough
Rpn11 block = Rpn11 (human) deubiquitinase inhibition | human 26S proteasome, Ub4-pepOG fluorescence polarization; 20S core pre-blocked with epoxomicin | calls only at 20 µM | 360,000 compounds, 0.59% hits;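 active = inhibition at 20 µM, scaled to each plate's controls, above about 33%, limit read from the data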
Target sequence (O00487 whole entry, looked up): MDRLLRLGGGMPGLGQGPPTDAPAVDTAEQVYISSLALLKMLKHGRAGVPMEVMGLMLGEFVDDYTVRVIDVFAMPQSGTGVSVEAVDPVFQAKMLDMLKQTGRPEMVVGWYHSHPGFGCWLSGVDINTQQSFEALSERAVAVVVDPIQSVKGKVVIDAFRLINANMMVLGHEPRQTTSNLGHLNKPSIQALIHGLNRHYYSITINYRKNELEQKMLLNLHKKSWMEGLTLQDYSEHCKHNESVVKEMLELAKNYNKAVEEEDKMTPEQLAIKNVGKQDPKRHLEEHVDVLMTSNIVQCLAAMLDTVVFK
LMPTP block = blocks human LMPTP phosphatase; P24666; recombinant LMPTP-A, OMFP fluorogenic substrate, fluorescence intensity; inhibition, % at 20 µM; 360,000 compounds, 0.22% hits; AID 651560;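 active = compounds that cut the enzyme signal by at least half of the control window in the single-dose screen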;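 note: plate controls were DMSO wells with enzyme plus substrate for no effect and substrate without enzyme for full effect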
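Assay system: LMPTP-A phosphatase enzyme | Input: 0.625 nM enzyme | Also added: Fluorogenic phosphatase substrate OMFP at 400 µM final | Compound dosing: One test concentration per compound, 20 µM, with 3% DMSO overall | Schedule: 50 min enzyme reaction at room temperature, protected from light | Signal: Fluorescence intensity | Benchmarks: no-enzyme and uninhibited controls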
* marks the source's active call; other numbers are inactive results; i = inactive; · = not tested or not shown. Compounds as they come. About 3.8% of those tested had a hit in this group.

entry	SMILES	DNMT1 block	CSN deneddyl inh	Scp-1 inhibitor	NadD inh	STEP inh	SUMO1 PPI mod	Neddyl block	Rin1-Abl PPI inh	Rpn11 block	LMPTP block
1	Nc1ccc2nc(CCCCc3nc4ccccc4[nH]3)[nH]c2c1	-7	-3	-4	2	0	3	i	2	i	9.8
2	O=C1CCC2S/C(=C/Nc3ccc(C(F)(F)F)cc3)C(=O)N12 (stereo not drawn)	-2	-7	7	3	2	-13	i	-2	i	1.1
3	COCCNC(=O)COC(=O)CSCc1nc2ccccc2s1	0	0	-2	-2	1	-4	i	-7	i	-1.7
4	CC(=O)c1ccc(N2CCN(C(=O)c3cc(S(=O)(=O)N4CCOCC4)ccc3C)CC2)cc1	6	0	-5	1	1	-3	i	1	i	1.0
5	O=C(c1cc(-c2ccncc2)nc2ccccc12)N1CCN(c2ccccn2)CC1	3	-1	1	-4	0	-2	i	0	i	1.8
6	Cc1ccc(C2=NN(CCC(=O)NCCCN3CCOCC3)C(=O)CC2)cc1	5	6	3	-6	-2	0	i	2	i	-3.3
7	CN(C)CCCN(C(=O)C1COc2ccccc2O1)c1nc2cc3c(cc2s1)OCO3 (stereo not drawn)	0	3	-2	-11	0	-9	i	-2	i	-0.5
8	COc1ccc(CNC(=O)c2sc(=O)n(Cc3ccccc3OC)c2C)cc1	-6	1	·	-9	2	2	i	2	i	0.1
9	CCc1nnc(NC(=O)CN2C(=O)NC3(CCCC3)C2=O)s1	3	-2	-8	10	-4	6	i	0	i	-1.9
10	CC(=Nc1ccccc1)C1=C(O)C(Cc2ccc(O)cc2)NC1=O (stereo not drawn)	2	-4	12	3	-3	-7	i	-2	i	0.6
11	CNS(=O)(=O)c1cc(OC)ccc1OC	5	2	-10	2	-4	-4	i	1	i	-1.3
12	CN(CC(=O)Nc1sccc1C#N)S(=O)(=O)c1ccc(F)cc1	-3	-6	1	-7	-1	11	i	2	i	-0.9
13	CCOc1cc(/C=C2\N=C(SC)SC2=O)cc([N+](=O)[O-])c1OC(C)=O	7	0	-12	46*	13	9	i	-2	i	2.5
14	O=C(N/N=C\c1ccc(F)cc1)c1ccc(Cn2cc(Br)c([N+](=O)[O-])n2)o1	-10	0	-37	1	0	-17	i	-3	i	0.3
15	COc1ccc(C2C3=C(CC(C)(C)CC3=O)Nc3c2c(=O)[nH]c(=O)n3Cc2ccccc2)cc1 (stereo not drawn)	-4	2	-4	2	1	-3	·	4	i	1.5
16	N#C/C(=C\c1ccc2c(c1)OCO2)C(=O)NCc1ccco1	-1	-5	-5	6	-2	-3	i	1	i	-1.3
17	O=C(NCc1ccccc1)C1CCN(S(=O)(=O)N2CCOCC2)CC1	3	1	0	0	-1	3	i	3	i	-0.8
18	Cc1occc1C(=O)NNC(=S)Nc1ccccc1C(F)(F)F	-1	-2	-9	3	-2	3	i	-1	i	-2.8
19	COC(=O)C(/C=N/OCc1ccc([N+](=O)[O-])cc1)NC(=O)c1ccccc1 (stereo not drawn)	-2	-2	-13	-10	4	-9	i	-6	i	0.2
20	CC(C)CNS(=O)(=O)c1ccc(CCC(=O)N2CCN(c3ccc(F)cc3)CC2)cc1	2	2	5	3	0	25	i	-2	i	0.4
21	c1ccc(C[C@H]2CNCCN2CC2(c3ccccc3)CC2)cc1	1	4	9	-6	-2	-2	i	4	i	-1.9
22	CC[C@]12c3[nH]c4cc(CCC(=O)N(C)C)ccc4c3CCN1C(=O)[C@@H](CC(=O)NCC13CC4CC(CC(C4)C1)C3)C[C@@H]2C(=O)N1CCN(C(=O)C2CC2)CC1	2	-4	17	5	1	3	i	-1	i	-1.5
23	CN(Cc1ccccc1F)C(=O)c1ccc(NS(=O)(=O)c2ccc3[nH]c(=O)[nH]c3c2)cc1	1	4	-8	-2	-5	3	i	0	i	-0.1
24	CC1CCCCN1CCCNC(=O)c1ccc(N2CCCC2=O)cc1 (stereo not drawn)	-1	1	-17	6	1	-3	i	1	i	-2.5
25	O=C1NCCCN1Cc1ccc(F)cc1Cl	0	4	-4	-3	-3	1	i	3	i	-1.4
26	COc1ccc(-c2cnnc(N/N=C/c3ccc(-c4ccc([N+](=O)[O-])cc4)o3)n2)cc1	2	1	108*	4	50*	-9	i	2	i	57*
27	CC(=O)Nc1ccc(NC(=O)C(=O)c2cn(CC(=O)N3CCCCC3)c3ccccc23)cc1	-2	2	-5	11	1	-7	i	-2	i	3.7
28	CCOc1ccccc1N1C(=O)CC(Sc2n[nH]c(-c3ccccc3)n2)C1=O (stereo not drawn)	-1	3	-3	-1	1	1	i	0	i	-1.0
29	COC(=O)c1nc(-c2ccccc2)nc(-c2ccccc2)c1C(=O)OC	-3	2	-8	-11	0	-3	i	-1	i	2.3
30	COc1ccc(C#Cc2ccc3c(c2)O[C@H](CN(C)C(C)=O)[C@H](C)CN([C@@H](C)CO)S3(=O)=O)cc1	-10	-4	·	-8	-4	7	·	-3	i	-0.1

Record cards, as listed above. Screens in order: DNMT1 block | CSN deneddyl inh | Scp-1 inhibitor | NadD inh | STEP inh | SUMO1 PPI mod | Neddyl block | Rin1-Abl PPI inh | Rpn11 block | LMPTP block
CN(CC(=O)Nc1sccc1C#N)S(=O)(=O)c1ccc(F)cc1 is entered as -3 | -6 | 1 | -7 | -1 | 11 | i | 2 | i | -0.9
COc1ccc(-c2cnnc(N/N=C/c3ccc(-c4ccc([N+](=O)[O-])cc4)o3)n2)cc1 is entered as 2 | 1 | 108* | 4 | 50* | -9 | i | 2 | i | 57*
CC[C@]12c3[nH]c4cc(CCC(=O)N(C)C)ccc4c3CCN1C(=O)[C@@H](CC(=O)NCC13CC4CC(CC(C4)C1)C3)C[C@@H]2C(=O)N1CCN(C(=O)C2CC2)CC1 is entered as 2 | -4 | 17 | 5 | 1 | 3 | i | -1 | i | -1.5
COC(=O)C(/C=N/OCc1ccc([N+](=O)[O-])cc1)NC(=O)c1ccccc1 (stereo not drawn) is entered as -2 | -2 | -13 | -10 | 4 | -9 | i | -6 | i | 0.2

(cont.)
entry	SMILES	DNMT1 block	CSN deneddyl inh	Scp-1 inhibitor	NadD inh	STEP inh	SUMO1 PPI mod	Neddyl block	Rin1-Abl PPI inh	Rpn11 block	LMPTP block
31	O=C(NC(=S)Nc1nc(-c2ccccc2)cs1)c1ccco1	-7	-1	-9	-5	1	6	i	0	i	0.8
32	CC1(C)CC(=O)C(Sc2nnc(-c3ccc(O)cc3)n2CC2CCCO2)C(=O)C1 (stereo not drawn)	-4	0	-2	-6	0	-1	i	3	i	-1.1
33	COC(=O)c1ccccc1-c1ccc(C=O)o1	6	0	-1	-5	1	-8	i	-3	i	0.0
34	Cc1cc(C)n(-c2cc(N3CCOCC3)ncn2)n1	3	10	-3	4	0	-2	i	1	i	-0.7
35	Cc1ccccc1C(=O)N1CCN(S(=O)(=O)c2cccs2)CC1	3	3	-2	0	-1	7	i	6	i	-2.0
36	O=C(c1ccc(S(=O)(=O)NCc2ccco2)cc1)N1CCN(c2ccc(F)cc2)CC1	-5	4	-8	3	3	-2	i	-1	i	0.7
37	Cc1cc2nc(-c3ccc(Cl)cc3)c(Cc3ccsc3)n2c(C)c1Br	·	0	·	23	·	9	i	·	·	2.0
38	Cc1ccc(C)c(NC(=O)C(OC(=O)c2ccc(NC(=O)CC#N)cc2)c2ccccc2)c1 (stereo not drawn)	-17	6	-4	37*	-2	3	i	-4	i	1.0
39	CSCCC(NC(=O)c1ccco1)C(=O)N1CCN(c2ccccc2O)CC1 (stereo not drawn)	-7	-3	-6	-4	-2	-5	i	0	i	-0.2
40	O=C(/C=C(\O)c1ccccc1)C(=O)NNC(=O)c1ccccc1	4	-2	-16	3	5	1	i	0	i	-1.1
41	Cc1ccc(OCCOC(=O)C2CCN(S(=O)(=O)c3ccc(C)c(C)c3)CC2)cc1	2	0	-10	10	0	-2	i	-2	i	5.2
42	Cc1ccc(C)c(NC(=O)CSc2nc3nc(-c4cccs4)cc(C(F)(F)F)c3c(=O)[nH]2)c1	0	2	-7	16	8	11	i	-8	i	0.0
43	CCN(C(=O)COC(=O)c1cccnc1SC)C1CCS(=O)(=O)C1 (stereo not drawn)	0	1	-13	-1	-2	1	i	-1	i	-1.3
44	COC(=O)[C@@H](NC(=O)N1CCN(c2cccc(C(F)(F)F)c2)CC1)C(C)C	-2	4	-6	-2	13	-2	i	0	i	-0.5
45	CCN(c1ccc(OC)cc1)S(=O)(=O)c1cc(-c2cc(C)no2)ccc1OC	-4	0	-5	-20	-1	5	i	8	i	1.4
46	CCOc1ncccc1C(=O)OCC(=O)c1ccccc1Br	-6	2	-12	-6	2	6	i	-3	i	-0.1
47	CC1CCCCC1NC(=O)CCn1c(=O)oc2ccccc21 (stereo not drawn)	2	-2	-5	2	0	5	i	-2	i	-2.0
48	CCn1c(=O)c(=O)[nH]c2cc(C(=O)NCc3ccc(F)cc3)ccc21	2	-2	-4	-2	1	2	i	0	i	1.0
49	COc1cc(C(=S)N2CCOCC2)cc(OC)c1O	1	-3	-4	0	2	3	i	-2	i	1.5
50	CC(Sc1ccc2c(c1)OCCO2)C(=O)Nc1ccc2c(c1)OCO2 (stereo not drawn)	-1	0	-16	-7	-1	3	i	2	i	-1.0
51	Cc1cccc(OCC(=O)Nc2ccccc2N2CCCCC2)c1C	6	-1	2	11	1	3	i	-2	i	4.6
52	COc1ccc(NC(=O)C2CCCN(c3nn4c(=O)cc(C)nc4s3)C2)cc1 (stereo not drawn)	-7	1	-1	3	1	-4	i	-1	i	-0.6
53	CNS(=O)(=O)c1cccc(C(=O)OCCCOC(=O)c2cccc(S(=O)(=O)NC)c2)c1	-1	4	-7	-1	-2	2	i	4	i	-0.6
54	CSc1cccc(NC(=O)/C=C/c2cccc(Cl)c2)c1	-9	0	-10	-5	-5	-3	i	-2	i	3.9
55	CN(C(=O)COC(=O)c1ccc(S(=O)(=O)N2CCOCC2)cc1)C1CCCCC1	-1	-1	-5	-4	-1	4	i	0	i	-1.6
56	CC(C)c1nnc(NC(=O)CCC(=O)N2CCN(c3cccc(Cl)c3)CC2)s1	-1	-3	-2	2	-2	3	i	2	i	0.8
57	O=C(NCCCN1CCCC1=O)C(=O)NCC1OCCN1S(=O)(=O)c1ccc(Br)cc1 (stereo not drawn)	1	1	-2	-3	-2	-4	i	-1	i	-0.2
58	COc1ccccc1NS(=O)(=O)c1cc(C(=O)N2CCN(C(=O)c3ccco3)CC2)ccc1F	0	-2	-5	8	0	3	i	1	i	0.0
59	O=C(COC(=O)C1=NN(c2ccccc2)C(=O)CC1)Nc1nc(-c2ccc(F)cc2)cs1	-5	-8	0	-1	1	-2	i	0	i	0.4
60	Cc1cccc(NC(=O)CNC(=O)c2ccc3nc[nH]c3c2)c1C	11	4	68*	-3	-1	0	i	2	i	3.3
61	CC(C)(CC(=O)c1ccccc1)CC(=O)c1ccccc1	6	4	-16	1	0	10	i	0	i	0.7
62	CC(=O)N(C)c1ccc(NC(=O)N2CCOCC2)cc1	-2	1	-10	5	3	0	i	3	i	0.1
63	O=C(NC1CCCC1)C(C1CC1)n1c(-c2cc3ccccc3[nH]2)nc2ccccc21 (stereo not drawn)	·	4	·	·	·	-6	·	·	·	-0.6
